Bioassay records (PubChem BioAssay)
AmpC no deterg = blocks E. coli AmpC beta-lactamase in detergent-free assay; Potency, µM (highest dose often 57.1 µM), inactives show top-dose activity change, negative = inhibition, most hits filed as inhibitors; P00811; AID 485341; hit rate 0.52% among 330,000; AmpC nitrocefin hydrolysis, absorbance 480 nm, 0.0001% Triton;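 note: potency is the fitted concentration of half-maximal effect; plate controls were no compound for no effect and no enzyme for full effect; nearly all actives have a fitted effect of over 20% in size; some results filed as inactive show a strong effect at the top dose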
Target sequence (P00811 whole entry, looked up): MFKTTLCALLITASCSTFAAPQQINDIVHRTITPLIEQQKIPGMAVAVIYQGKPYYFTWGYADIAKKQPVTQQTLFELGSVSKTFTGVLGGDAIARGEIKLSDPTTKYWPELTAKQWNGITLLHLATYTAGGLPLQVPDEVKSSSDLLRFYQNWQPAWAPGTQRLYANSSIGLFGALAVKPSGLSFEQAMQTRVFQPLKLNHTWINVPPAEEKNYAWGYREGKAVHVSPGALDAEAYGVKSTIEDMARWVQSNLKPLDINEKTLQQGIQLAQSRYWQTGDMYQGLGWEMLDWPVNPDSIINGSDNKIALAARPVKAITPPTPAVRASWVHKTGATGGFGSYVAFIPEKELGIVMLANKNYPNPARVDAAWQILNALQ
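AmpC (5.3 nM in the dispensed reagent) in 20 mM phosphate pH 7.0 with 0.01% (detergent screen) or 0.0001% Triton X-100 was preincubated with compounds for 15 min at room temperature. Nitrocefin was then added from an 800 uM solution, and hydrolysis was followed at 480 nm.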
AMA1-RON2 inh = AMA1-RON2 (P. falciparum) interaction inhibition | Potency, µM (top dose mostly 58.2 µM), for the others: at the highest dose activity change, negative = inhibition, actives largely listed as inhibitors | hit rate 0.2% among 360,000 | AlphaScreen AMA1-biotinylated RON2 peptide binding | AID 720542;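 note: potency is the fitted concentration of half-maximal effect; 0% = vehicle wells and -100% = peptide control; nearly all actives have a fitted effect of over 45% in size; some results filed as inactive show a strong effect at the top dose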
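AMA1 (3D7) with his tag at 25 nM final met compounds first, then biotinylated RON2 peptide at 25 nM; detection used donor plus acceptor beads, 10 µg/mL apiece, read by AlphaScreen after 30 min at room temperature.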
HCMV antiviral = human cytomegalovirus inhibition; AID 1259415; HFF cells, HCMV-luciferase reporter, 72 h; hits give low values; activity change, negative = inhibition, % at 57.5 µM; hit rate 4.5% among 410,000; in the data active = activity change below about -60%; inconclusive = no clear call, values can overlap the other calls; inactive = above about -39%; note: % is set by controls: 0 for no effect and ±100 for the full control effect
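Two-dose cell screen: HFF monolayers treated with compounds and infected with luciferase-expressing HCMV at 1 PFU/cell, 72 h at 37C, then lysed for luciferase measurement.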
AmpC inh detg = inhibitors of E. coli AmpC beta-lactamase with detergent. P00811. hit rate 0.041% among 370,000. Potency, µM (top dose mostly 114 µM), for inactives: at the highest dose activity change, negative = inhibition, hits mostly inhibitors. AmpC hydrolysis of nitrocefin, absorbance 480 nm, 0.01% Triton. AID 485294;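 note: potency is the fitted concentration of half-maximal effect; 0% = no-compound wells and -100% = no-enzyme wells; nearly all actives have a fitted effect of over 25% in size; some results filed as inactive show a strong effect at the top dose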
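AmpC (5.3 nM in the dispensed reagent) in 20 mM phosphate pH 7.0 with 0.01% (detergent screen) or 0.0001% Triton X-100 was preincubated with compounds for 15 min at room temperature. Nitrocefin was then added from an 800 uM solution, and hydrolysis was followed at 480 nm.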
CHX counter = affects cycloheximide protein synthesis inhibition readout, counter-screen; AID 2314; cell reporter, cycloheximide protein synthesis inhibition counterscreen; max response, %; hit rate 12% among 300,000; in the data active = max response mostly above about 13%, no sharp cut-off; inactive = mostly below about 14%; note: read at 38.3 µM for the half of the compounds with a filed dose; 0% is about no effect
FBPA Giardia inh = Giardia lamblia aldolase inhibition. A8B2U2. purified Giardia FBPA. Potency, µM (titrated, usually from 59.6 µM), without a hit: at the top dose activity, negative = inhibition, most hits filed as inhibitors. hit rate 0.71% among 290,000. AID 2451; note: potency is the fitted concentration of half-maximal effect; % is set by controls: 0 for no effect and ±100 for the full control effect; nearly all actives have a fitted effect of over 55% in size
Target sequence (A8B2U2 whole entry, looked up): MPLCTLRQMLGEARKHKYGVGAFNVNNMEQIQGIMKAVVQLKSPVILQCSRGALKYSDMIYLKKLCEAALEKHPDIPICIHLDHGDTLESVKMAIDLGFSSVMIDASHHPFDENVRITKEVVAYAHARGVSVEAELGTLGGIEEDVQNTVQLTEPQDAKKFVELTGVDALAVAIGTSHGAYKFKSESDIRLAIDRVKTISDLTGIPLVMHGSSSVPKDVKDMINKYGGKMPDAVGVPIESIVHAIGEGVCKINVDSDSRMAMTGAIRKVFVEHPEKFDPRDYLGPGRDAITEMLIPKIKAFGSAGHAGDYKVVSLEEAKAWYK
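Giardia FBPA (40 nM reagent) was preincubated 10 min at RT with compound (up to 57.5 uM final), then substrate plus GAPDH/TPI/NAD/arsenate coupling system with diaphorase/resazurin was added; resorufin fluorescence (525/598 nm) was read after 20 min.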
Shiga toxin inh = inhibitors of Shiga toxin in Vero cells; hit rate 9.2% among 290,000; inhibition, % at 38.7 µM; AID 2315; Vero cells, Shiga toxin protein synthesis inhibition reporter; in the data active = inhibition mostly above about 28%, no sharp cut-off; inactive = mostly below about 43%; note: 0% is about no effect
* marks the source's active call; other numbers are inactive results; ? = inconclusive; / = not tested or not shown; & = joins results of further samples; [ ] = another dose, or the depositor's remark. Unless noted, calls come from the whole dose curve; as a rule, active = well fitted curve in the direction sought with a large enough effect; inconclusive = small, poorly fitted or top-dose-only effect, or another doubt; inactive = no such curve, though single readings can be large; an effect the other way counts as inactive or inconclusive.

entry	structure	AmpC no deterg	AMA1-RON2 inh	HCMV antiviral	AmpC inh detg
1	COC(=O)c1ccc(C(=O)OC)c(NC(=O)/C=C/C(=O)O)c1	-25%	31%[activator]	-18	9%
2	O=C(c1cccc(S(=O)(=O)NCc2ccccc2)c1)N1CCCCC1	-24%	64%[activator]	-8	-13%
3	CCc1ccc(N2CC(C(=O)OCC(=O)Nc3ccc(C#N)cc3)CC2=O)cc1 (stereo unspecified)	3%	-3%	-11	5%
4	S=c1[nH]nc(CSCc2ccccc2Cl)n1-c1ccccc1	-35%	-6%	0	-4%
5	Cc1cc2ccccn2c1C(=O)c1ccc(Cl)c([N+](=O)[O-])c1	-38%	-2%	-18	-3%
6	CCCc1cc(=O)[nH]c(SCC(=O)c2cc(C)n(C(C)COC)c2C)n1 (stereo unspecified)	-13%	?	5	-12%
7	O=C(Nc1ccc(-c2cn3ccsc3n2)cc1)C1COc2ccccc2O1 (stereo unspecified)	16µM*	-7%	-23	?
8	COc1ccc(NC(=O)Cc2ccc(C)cc2)cc1S(=O)(=O)N1CCCCC1	-45%	-2%	-25	?
9	COc1cccc(OCc2nc3ccccc3[nH]2)c1	-19%	9%	-24	-13%
10	CCN1CCN(c2ccc(N)cc2C)CC1	-12%	-17%	79	?

entry	CHX counter	FBPA Giardia inh	Shiga toxin inh
1	11*	-2%	31
2	/	/	/
3	/	/	/
4	-3	9%	1
5	-2	-4%	-6
6	-3	1%	-13
7	18	2%	56
8	/	/	/
9	36*	-3%	93*
10	1	-24%	-6

More compounds follow.
entry	structure	AmpC no deterg	AMA1-RON2 inh	HCMV antiviral	AmpC inh detg
11	CCC(=O)Nc1nnc(-c2ccc(Cl)s2)o1	-28%	108%[activator]	-29	0%
12	CC1=C(C#N)C(NC(=O)C(C)(C)C)(C(F)(F)F)C(=O)N1 (stereo unspecified)	-12%	-9%	-6	-9%
13	S=C(Nc1ccccc1)Nc1cccc(Cl)c1Cl	-24%	11%	-28	-8%
14	Cc1[nH]c(=O)[nH]c(=O)c1S(=O)(=O)Nc1cccc([N+](=O)[O-])c1C	-10%	7%	-4	-6%
15	COC(=O)C1=C(C)N(Cc2ccccc2)C(=NCCc2c[nH]c3ccccc23)N[C@H]1c1cccc(C(F)(F)F)c1	45%&23%	-25%	/	1%
16	CCOC(=O)C1CCN(CC(=O)Nc2c(C(=O)OC)n(C)c3cccc(C)c23)CC1	116%[activator]	9%	2	-12%
17	CC(=O)Nc1cccc2c1Cc1ccccc1-2	-1%	3%	/	2%
18	Cc1cc(C)n(C(=O)CNC(=O)c2ccc3c(c2)OCCO3)n1	-9%	-12%	-12	-1%
19	COc1ccccc1OCC(=O)N(Cc1nc(-c2ccccc2)no1)C1CCCCC1	47%	-4%	14	-8%
20	CCc1nc2ccccc2c(C(=O)Nc2ccc(F)cc2)c1C	-3%	-6%	10	5%

entry	CHX counter	FBPA Giardia inh	Shiga toxin inh
11	11	-24%	19
12	-3	1%	-11
13	-2	-15%	-5
14	-1	-7%	-11
15	-2	1%	6
16	-2	1%	-7
17	41*	-5%	64
18	18	4%	18
19	15*	-3%	43
20	15	6%	27

New compounds follow:
entry	structure	AmpC no deterg	AMA1-RON2 inh	HCMV antiviral	AmpC inh detg
21	COC(=O)CCCC1=CC2=CC(=O)C(C)(OC(=O)c3cccs3)C(=O)C2=CN1Cc1ccc2c(c1)OCO2 (stereo unspecified)	109%[activator]	-19%	10	-2%
22	CC(C)N(C)C1CCN(C(=O)Nc2ccc(Cl)cc2)CC1	-17%	-6%	18	-2%
23	COc1ccc(/C=N/NC(=O)CCC(=O)Nc2ccc(F)cc2)c(OC)c1	-28%	58%[activator]	31	-15%
24	CC1=C(C(=O)Nc2ccccc2C)C2(CCCC2)C(C(N)=O)C(=O)N1 (stereo unspecified)	-8%	3%	9	-9%
25	CCCCN(C(=O)c1ccc(C)o1)c1c(N)n(CCCC)c(=O)[nH]c1=O	-15%	-13%	-24	-3%
26	O=C(COC(=O)c1ccccc1Cl)NC1CCCCCC1	2%	3%	-5	/
27	Cc1ccc(OCC(=O)N2CC(C)OC(C)C2)c([N+](=O)[O-])n1 (stereo unspecified)	-25%	6%	10	0%
28	COc1ccc(CCN2CCCC(CN(C)Cc3cccc(OC)c3)C2)cc1 (stereo unspecified)	52%	-9%	-18	-18%
29	Fc1ccc(OCCCn2ccnc2)cc1	2%	?	-10	?
30	COc1ccc(C(=O)N2CCNC(=O)C2CC(=O)Nc2ccc(C)c(C)c2)cc1 (stereo unspecified)	45%	12%	-12	0%

entry	CHX counter	FBPA Giardia inh	Shiga toxin inh
21	-3	?	-6
22	2	-4%	-9
23	-4	3%	/
24	-1	-2%	20
25	/	/	/
26	/	/	/
27	-2	5%	-16
28	5	3%	-2
29	1	?	-7
30	0	/	-17

A second format for part of the listing above.
no. | canonical_smiles | AmpC no deterg | AMA1-RON2 inh | HCMV antiviral | AmpC inh detg | CHX counter | FBPA Giardia inh | Shiga toxin inh
26 | O=C(COC(=O)c1ccccc1Cl)NC1CCCCCC1 | 2% | 3% | -5 | / | / | / | /
27 | Cc1ccc(OCC(=O)N2CC(C)OC(C)C2)c([N+](=O)[O-])n1 (stereo unspecified) | -25% | 6% | 10 | 0% | -2 | 5% | -16

Additional compounds
entry	structure	AmpC no deterg	AMA1-RON2 inh	HCMV antiviral	AmpC inh detg
31	NNC(=O)c1cccc(S(=O)(=O)Nc2cccc(C(F)(F)F)c2)c1	-22%	75%[activator]	-35	4%
32	O=C(CCCn1c(=S)[nH]c2cc3c(cc2c1=O)OCO3)NCc1ccccc1Cl	-21%	55%[activator]	31	-2%
33	O=C(NCCCN1CCc2ccccc2C1)C1CCN(S(=O)(=O)N2CCC3(CC2)OCCO3)CC1	1%	-3%	16	-3%
34	c1ccc2c(c1)CCNC2c1ccncc1 (stereo unspecified)	-6%	8%	31	-1%
35	N/C(=N\OC(=O)COc1ccc(Cl)cc1)c1ccc(Cl)cc1	-21%	7%	0	?
36	O=C(CNc1ccccc1)N/N=C/c1ccc2c(c1)OCO2	-26%	62%[activator]	-15	-14%
37	Cc1nnc(SCC(=O)NCC2CCCO2)n1-c1ccccc1 (stereo unspecified)	-4%	18%	20	-8%
38	CC1=C(C(=O)O)N2C(=O)C(NC(=O)c3nn(C)cc3[N+](=O)[O-])C2SC1 (stereo unspecified)	-10%	53%[activator]	49	2%
39	Brc1c(-c2ccc3c(c2)OCO3)nc2ncccn12	-15%	7%	-24	4%
40	CCOC(=O)N1CCC(c2[nH][nH]c(=O)c2C)CC1	-4%	47%[activator]	45	-13%

entry	CHX counter	FBPA Giardia inh	Shiga toxin inh
31	0	7%	-5
32	-1	24%	-5
33	-6	?	-3
34	1	7%	21
35	1	2%	11
36	20*	4%	29*
37	-6	-1%	-15
38	2	-10%	19
39	20*	-4%	33*
40	-3	0%	-19

(list continues)
entry	structure	AmpC no deterg	AMA1-RON2 inh	HCMV antiviral	AmpC inh detg
41	C=CCn1c(=O)[nH]c2cc(C(=O)N3CCN(c4cc(C)ccc4C)CC3)ccc2c1=O	-5%	-11%	-11	0%
42	CC(C)(C)OC(=O)[C@H](Cc1ccccc1)NC(=O)c1nc[nH]c1C(=O)N1CCN(c2ccccc2)CC1	178%[activator]	129%[activator]	12	-17%
43	COc1ccc(-c2[nH]ncc2-c2cnn(-c3ccccc3)c2)c(O)c1	-40%	60%[activator]	33	1%
44	CCOc1ccc(OCC(=O)Nc2cc3c(cc2C(=O)O)OCCCO3)cc1	-25%	-1%	24	-1%
45	O=C(NCC(c1ccco1)N1CCCC1)c1ccc(Cl)cc1 (stereo unspecified)	-10%	34%[activator]	-26	-8%
46	c1ccc(COc2ccc(-c3csnn3)cc2)cc1	-28%	6%	/	2%
47	O=C(NNS(=O)(=O)c1ccc(Br)cc1)c1cccs1	-29%	-6%	-30	-2%
48	Cc1ccccc1COC(=O)c1cc([N+](=O)[O-])ccc1N1CCOCC1	13%	-4%	23	2%
49	COC(=O)c1cc(C(=O)NNC(=O)c2ccc3c(c2)OCO3)cc([N+](=O)[O-])c1	-20%	64%[activator]	-17	-7%
50	COc1ccc(-c2nnc(N3CCCCC3)c3ccccc23)cc1	15%	-5%	/	-1%

entry	CHX counter	FBPA Giardia inh	Shiga toxin inh
41	-4	-1%	-14
42	-2	-16%	-3
43	-2	11%	14
44	-3	6%	-5
45	1	5%	3
46	60*	1%	60*
47	-4	-2%	-7
48	-3	/	-13
49	/	/	/
50	-1	7%	-16

(continued)
entry	structure	AmpC no deterg	AMA1-RON2 inh	HCMV antiviral	AmpC inh detg
51	CC1CCCCN1CCCNC(=O)Cn1c(=O)c2cccn2c2ccccc21 (stereo unspecified)	-10%	11%	-23	6%
52	CCCCc1ccc(CC(=O)O)cc1	-13%	18%	26	-11%
53	Cc1onc(-c2ccccc2)c1C(=O)NC(C)C	-27%	-7%	4	-3%
54	Cc1cccc(OCc2nnc(SCC(=O)NCC3CCCO3)n2C)c1 (stereo unspecified)	0%	22%	20	?
55	CC(=O)c1c(N2CCN(c3ccc(F)cc3)CC2)nc(=S)n(Cc2ccccc2)c1C	39%	-16%	-68*	-8%
56	COc1ccc(-c2cc(N)n(S(=O)(=O)Cc3ccccc3)n2)c(OC)c1	-27%	-2%	36	-1%
57	COc1ccc(OC)c(S(=O)(=O)N2CCCCC2C(=O)O)c1 (stereo unspecified)	-23%	8%	46	-6%
58	O=C(Nc1ccc(Cl)c(S(=O)(=O)N2CCCCC2)c1)c1cccnc1	-7%	0%	0	-3%
59	O=C(CNC(=O)C1COc2ccccc2O1)N/N=C\c1ccc(Cl)cc1 (stereo unspecified)	-11%	-5%	6	5%
60	CC(=O)C1=NN(c2ccccc2)C(c2ccc3c(c2)OCO3)N1c1ccc(N2CCOCC2)cc1 (stereo unspecified)	101%[activator]	?	53	3%

entry	CHX counter	FBPA Giardia inh	Shiga toxin inh
51	-1	/	-4
52	-2	15%	-7
53	4	0%	-13
54	-3	6%	-10
55	-4	-1%	-9
56	-2	-14%	11
57	-4	-1%	1
58	/	/	/
59	-1	-6%	-1
60	-3	-9%	-4

Four entries picked at random from those above, as already listed:
entry	structure	AmpC no deterg	AMA1-RON2 inh	HCMV antiviral	AmpC inh detg
60	CC(=O)C1=NN(c2ccccc2)C(c2ccc3c(c2)OCO3)N1c1ccc(N2CCOCC2)cc1 (stereo unspecified)	101%[activator]	?	53	3%
55	CC(=O)c1c(N2CCN(c3ccc(F)cc3)CC2)nc(=S)n(Cc2ccccc2)c1C	39%	-16%	-68*	-8%
54	Cc1cccc(OCc2nnc(SCC(=O)NCC3CCCO3)n2C)c1 (stereo unspecified)	0%	22%	20	?
56	COc1ccc(-c2cc(N)n(S(=O)(=O)Cc3ccccc3)n2)c(OC)c1	-27%	-2%	36	-1%

entry	CHX counter	FBPA Giardia inh	Shiga toxin inh
60	-3	-9%	-4
55	-4	-1%	-9
54	-3	6%	-10
56	-2	-14%	11
